Source: PubChem BioAssay (several laboratories)
STK33 inh: inhibitors of purified STK33 kinase, primary screen, biochemical, ADP-Glo luminescence, homogeneous, cell-free | Serine/threonine-protein kinase 33 (Homo sapiens), Q9BYT3 | MBP phosphorylation | inhibition, % at 10 µM | actives 0.073% (n = 320,000) | AID 2661, 2010;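 active = inhibition at or above 25%, using the most active replicate where run in duplicate; inactive = inhibition below 25%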
KCNQ2 inh: KCNQ2 potassium channel inhibitors, primary screen, cell-based, CHO-K1, FluxOR thallium flux, B-score (AID 2156). Potassium voltage-gated channel subfamily KQT member 2 (Rattus norvegicus), O88943. 20 min; stronger effect = lower value. B-score at 10 µM. actives 1.1% (n = 310,000);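 active = fluorescence ratio B-score at most minus 3 library SDs, with starting brightness B-score within 2 library SDs, cut at about -5.5 in these data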
Target sequence (O88943 whole entry, looked up): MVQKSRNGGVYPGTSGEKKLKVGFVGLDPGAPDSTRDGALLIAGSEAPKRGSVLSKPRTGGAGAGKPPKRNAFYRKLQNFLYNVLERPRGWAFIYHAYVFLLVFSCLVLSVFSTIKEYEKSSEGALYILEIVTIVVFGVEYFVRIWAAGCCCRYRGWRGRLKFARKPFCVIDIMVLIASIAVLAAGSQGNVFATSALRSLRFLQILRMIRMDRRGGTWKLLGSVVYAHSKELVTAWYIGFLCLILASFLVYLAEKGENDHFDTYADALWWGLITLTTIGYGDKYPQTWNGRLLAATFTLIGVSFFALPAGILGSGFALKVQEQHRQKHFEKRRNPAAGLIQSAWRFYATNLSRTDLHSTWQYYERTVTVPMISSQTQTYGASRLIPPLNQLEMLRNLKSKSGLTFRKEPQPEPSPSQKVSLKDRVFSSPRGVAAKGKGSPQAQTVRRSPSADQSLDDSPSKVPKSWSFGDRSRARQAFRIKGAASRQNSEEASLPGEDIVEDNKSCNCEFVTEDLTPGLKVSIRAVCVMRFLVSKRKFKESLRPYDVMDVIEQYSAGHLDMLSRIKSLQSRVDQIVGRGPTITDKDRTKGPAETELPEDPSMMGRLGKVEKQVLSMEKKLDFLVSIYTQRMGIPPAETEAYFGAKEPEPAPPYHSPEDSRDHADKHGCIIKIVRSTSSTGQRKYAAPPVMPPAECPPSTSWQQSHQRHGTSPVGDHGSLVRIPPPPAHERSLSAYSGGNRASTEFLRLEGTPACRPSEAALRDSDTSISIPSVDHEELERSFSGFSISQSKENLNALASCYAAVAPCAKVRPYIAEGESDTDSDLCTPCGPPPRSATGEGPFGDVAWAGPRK
OX1R FRET antag: antagonists of human orexin 1 receptor (OX1R) | AID 485270, 2010 | actives 1.8% (n = 330,000) | inhibition, % at 6.6 µM | OX1R-expressing cells, FRET antagonist read-out | Orexin/Hypocretin receptor type 1 (Homo sapiens), O43613; in the data active = inhibition mostly above about 38%, no sharp cut-off; inactive = mostly below about 40%;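 also: 0% = agonist challenge alone and 100% = reference antagonist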
* hit, by the source's call; i = inactive; . = no result given.

SMILES | STK33 inh | KCNQ2 inh | OX1R FRET antag
CCCc1nc2oc3cc(OC)ccc3c(=O)c2c(=O)n1CCc1ccccc1 | -1.6 | i | 9
Cc1ccc(C)c(NC(=O)CN(C)C(=O)C2CCCC2)c1 | -0.7 | . | -2
CC1CCN(CCCNC(=O)c2ccc(N3CCCC3=O)cc2)CC1 | 0.9 | i | 14
CC(C)CCOc1ccccc1C(N)=O | -0.8 | i | 5
O=C(Cn1nc(-c2ccc(Cl)cc2)c2ccccc2c1=O)NCC1CCCO1 (stereo not given) | -0.8 | i | 13
COc1ccc2c(C(=O)CN3CC(C)OC(C)C3)c[nH]c2c1 (stereo not given) | -0.7 | i | 2
COCC(=O)N1CCC(Oc2ccc(C(=O)NCc3cc(C)n(C)n3)cc2)CC1 | -0.4 | i | .
CC(C)CNC(=O)/C=C/C=C/CCCC/C=C/c1ccc2c(c1)OCO2 | -0.1 | . | 4
O=C(COC(=O)/C=C/c1ccc(F)cc1)NCc1ccco1 | -1.6 | i | 20
Cn1ccnc1C(=O)c1cccc([N+](=O)[O-])c1 | -1.5 | i | 39

Four compounds already listed, ordered by length of the SMILES, smallest number first.
SMILES | STK33 inh | KCNQ2 inh | OX1R FRET antag
CC(C)CCOc1ccccc1C(N)=O | -0.8 | i | 5
Cc1ccc(C)c(NC(=O)CN(C)C(=O)C2CCCC2)c1 | -0.7 | . | -2
CC1CCN(CCCNC(=O)c2ccc(N3CCCC3=O)cc2)CC1 | 0.9 | i | 14
COCC(=O)N1CCC(Oc2ccc(C(=O)NCc3cc(C)n(C)n3)cc2)CC1 | -0.4 | i | .

The listing continues.
SMILES | STK33 inh | KCNQ2 inh | OX1R FRET antag
CC(=O)Nc1ccc(S(=O)(=O)N2CCN(Cc3cccs3)CC2)cc1 | 1.6 | i | 17
O=C(c1ccc(F)cc1)N1CCC(C(=O)N2CCN(S(=O)(=O)c3cccc(Cl)c3)CC2)CC1 | -0.6 | i | 8
O=C(CCc1nnc(CCCc2ccccc2)o1)NC(C1CC1)C1CC1 | 0.1 | i | 10
Cc1ccc(S(=O)(=O)c2nc(S(C)(=O)=O)sc2N2CCN(C)CC2)cc1 | 5.5 | i | 8
O=C(CCl)Nc1c2c(nn1-c1ccccc1)CSC2 | -1.4 | i | -5
COc1cccc(CN2CCC(C(=O)N3CCN(c4ccccc4F)CC3)CC2)c1 | 3.8 | i | 15
COc1ccccc1OC1OC2COC(c3ccco3)OC2C(O)C1NC(C)=O (stereo not given) | -0.3 | i | 8
Cc1ccc(S(=O)(=O)N2CCCC(C(=O)NCCCN3CCCCC3C)C2)cc1 (stereo not given) | 0.5 | i | -2
CCc1c(C)sc(NC(=O)c2cnn3cccnc23)c1C#N | -1.1 | i | 13
CCNC(=O)NC(=O)COC(=O)c1cccc(S(=O)(=O)N2CC3(C)CC2CC(C)(C)C3)c1 (stereo not given) | 0.7 | i | 21

Entries of single compounds from above.
`O=C(CCc1nnc(CCCc2ccccc2)o1)NC(C1CC1)C1CC1` is listed as STK33 inh: 0.1; KCNQ2 inh: i; OX1R FRET antag: 10
`CCc1c(C)sc(NC(=O)c2cnn3cccnc23)c1C#N` is listed as STK33 inh: -1.1; KCNQ2 inh: i; OX1R FRET antag: 13

An excerpt of these results, with values ahead of the structure:
STK33 inh | KCNQ2 inh | OX1R FRET antag | mol
-0.8 | i | 13 | O=C(Cn1nc(-c2ccc(Cl)cc2)c2ccccc2c1=O)NCC1CCCO1 (stereo not given)
-0.7 | i | 2 | COc1ccc2c(C(=O)CN3CC(C)OC(C)C3)c[nH]c2c1 (stereo not given)
-0.4 | i | . | COCC(=O)N1CCC(Oc2ccc(C(=O)NCc3cc(C)n(C)n3)cc2)CC1

More results
SMILES | STK33 inh | KCNQ2 inh | OX1R FRET antag
Cc1ccc(C(=O)COc2ccc3ccc(=O)oc3c2)cc1 | -1.4 | i | 3
NC(=O)CC(NC(=O)Cc1cccc2ccccc12)c1ccc(NC2CCCCC2)c([N+](=O)[O-])c1 (stereo not given) | 0.2 | i | 13
COc1ccc(S(=O)(=O)N2CCN(C(=O)Nc3ccccc3OC)CC2)cc1 | -1.5 | i | 26
O=C(NCCCn1ccnc1)C(=O)NCC1OCCN1S(=O)(=O)c1cc(F)ccc1F (stereo not given) | -1.8 | i | 5
Cc1ccc(S(=O)(=O)NCCC(=O)N2CCCCCC2)cc1 | -2.7 | i | 16
O=C(NCc1cccs1)Nc1ccc(Cl)cc1 | -1.9 | i | 28
Nn1c(SCC(=O)NC(=O)NCc2ccco2)nnc1-c1ccc(OC(F)F)cc1 | 0.4 | i | 19
N#Cc1nn(-c2ccccc2)nc1N1CCCCC1 | -1.6 | i | 13
CCOc1ccc(CCNC(=O)C2CCN(S(=O)(=O)N3CCC(C)CC3)CC2)cc1OCC | -1.0 | i | 8
O=C(NCCN1CCCCCC1)c1ccc(CS(=O)(=O)c2ccc(Br)cc2)o1 | -0.2 | i | 12
Cc1nn(C)c(C)c1NC(=O)CSc1nc(Cc2ccccc2)nc2c1cnn2-c1ccccc1 | -2.7 | i | 18
CCOCC(=O)Nc1cc(C(=O)NCCC(C)C)ccc1Cl | 1.9 | i | 21
O=C(CSc1nnnn1C1CCCCC1)N1CCCC1 | 2.1 | i | 10
CCN(CC)C(=O)c1ccccc1NC(=O)c1ccccc1 | -0.2 | i | 16
COc1ccc(-c2[nH]ncc2-c2cnc(C)s2)c(O)c1 | 1.5 | i | -4
CN(C)CCCn1c(SCC(=O)Nc2nccs2)nnc1-c1ccncc1 | 0.8 | i | 5
C/C(N)=C(/C#N)C(=O)COC(=O)C1CSC2(c3ccc(F)cc3)CCC(=O)N12 (stereo not given) | -1.0 | i | 5
Cc1ccccc1NC(=O)C1CCCN1S(=O)(=O)c1ccc2c(c1)n(C)c(=O)c(=O)n2C (stereo not given) | -3.2 | i | 10
CC1(C)CC(NC(=O)Cc2ccccc2[N+](=O)[O-])CC(C)(C)N1 | -1.5 | i | 6
O=C(O)C1Nc2ccc(OC(F)(F)F)cc2C2C=CCC12 (stereo not given) | -0.3 | i | 8
O=C(NC1CCCCCCC1)c1ccc(Br)cc1 | -0.3 | i | 12
COc1cccc(NC2=C(Cl)C(=O)OC2OC(=O)c2ccco2)c1 (stereo not given) | 0.9 | i | 2
NC(=O)CC(NC(=O)c1cccc(Br)c1)c1ccc(N2CCC(N3CCCCC3)CC2)c([N+](=O)[O-])c1 (stereo not given) | -0.7 | i | 20
CCN(CC)S(=O)(=O)c1ccc2c(c1)NC(=O)C1CCCN21 (stereo not given) | -4.3 | i | 4
COc1cccc(N2CCN(C(=O)c3ccc4nc(N5CCC(C)CC5)sc4c3)CC2)c1 | -3.5 | i | 10
C=CCNC(=S)Nc1sc2c(c1C(=O)OCC)CC(C)(CC)OC2 (stereo not given) | -0.1 | i | 31
O=C(NCC1CCN(Cc2ccc(F)cc2)CC1)C1CCCN(c2ncnc3c2nc2n3CCCCC2)C1 (stereo not given) | -0.5 | i | 9
CCC1(C)COC2(OC1)C(=O)Nc1ccccc12 (stereo not given) | 0.3 | i | 17
O=C(CCCNC(=O)/C(=C\c1ccccc1F)NC(=O)c1ccccc1)OCc1ccccc1 | -1.8 | i | 17
COc1ccc(C2c3ccc4ccccc4c3Oc3ncn4nc(Cc5ccccc5)nc4c32)cc1OC (stereo not given) | 0.4 | i | 11
CCC(=O)NC1=C(Nc2ccc(N)cc2)C(=O)c2ccccc2C1=O | 2.3 | i | 82*
O=C(COc1cccc2cccnc12)N1CCc2ccccc21 | 1.2 | i | 16
CCC(C)N(C(=O)COC(=O)CSc1ccc(C)c(C)c1)C1CCS(=O)(=O)C1 (stereo not given) | 0.5 | . | 6
Nc1ccc(NC(=O)c2ccco2)c(Cl)c1 | -1.6 | i | 6
Cc1ccc(CSCC(=O)N(C)CC(=O)Nc2ccccc2Cl)cc1 | -0.2 | i | 12
Cc1ccccc1Nc1c(F)c(F)c(F)c(F)c1C(=O)O | 0.2 | i | 15
COc1ccc(/C(C)=N/Nc2nc(C)c(C(C)=O)s2)cc1 | -2.9 | i | -1
Cc1csc(N/N=C/c2ccc([N+](=O)[O-])cc2)n1 | -0.7 | i | 27
CCOC(=O)c1oc2ccccc2c1CN1CCCCC1 | 0.1 | i | 1
COc1ccc(/C=N/NC(=O)Nc2cccc3nsnc23)c(OC)c1 | -1.6 | i | 21
COC(=O)c1c(C)[nH]c(C(=O)CN2CCOCC2)c1C | -1.4 | i | 13
CCOCC(=O)Nc1ccc([N+](=O)[O-])cc1C | -0.8 | i | 4
CCCCCN1C/C=C\C(c2ccc(OC)cc2)N(Cc2ccc(F)cc2)C(=O)C1 (stereo not given) | 0.6 | i | 12
O=C(CSc1nc(-c2ccc(F)cc2)cs1)NCCN1C(=O)CSC1=O | -1.1 | i | 15
COc1cc2c(cc1OC)C(c1cc(C)ccc1C)CC(=O)N2 (stereo not given) | -1.2 | i | .
O=C(COc1ccc2ccccc2c1)Nc1cccc2cccnc12 | -0.3 | i | 81*
COCCN1CCN(Cc2nc(Cc3ccc(OC)c(OC)c3)no2)CC1 | -1.9 | i | 3
c1ccc2[nH]c(CSc3ncnc4c3oc3ccccc34)nc2c1 | -0.2 | i | 23
S=c1[nH]nc(CCc2ccc(Cl)cc2)o1 | -1.7 | i | 13
Cn1nc(C(F)(F)F)c2cc(NC(=O)OCC(C)(C)C)sc21 | 1.4 | i | 15

Other structures.
SMILES | STK33 inh | KCNQ2 inh | OX1R FRET antag
OCCC1CN(Cc2ccsc2)CCN1C1CCCC1 (stereo not given) | -1.0 | i | 26
CC(=O)Nc1nnc(CCN2CCCCC2)s1 | -1.2 | i | 15
Cn1nnnc1SCC(=O)NC(C)(C)C | 3.9 | i | 18
COC(=O)c1ccc(COC(=O)CNC(=O)C2CCCCC2)cc1 | -2.4 | . | 8
CC(Sc1nnc(-c2ccccc2F)n1C1CC1)C(N)=O (stereo not given) | 1.1 | i | 0
C/C(=N\NC(N)=S)c1ccc(Cl)s1 | 0.4 | i | 17
O=C1c2cccc(Cl)c2C(=O)N1c1ccccn1 | -0.6 | i | 7
Cc1ccc(N(C)C(=O)c2ccc3c(Cl)c4c(nc3c2)CCC4)cc1C | -2.5 | i | 12
CC(=O)Nc1c(F)cc(Br)cc1F | -0.7 | i | 5
COC(=O)c1cccc(NC(=S)NCc2ccco2)c1 | 0.1 | i | 15
COCCN(C(=O)CC1CCCC1)c1c(N)n(CC(C)C)c(=O)[nH]c1=O | -1.3 | . | 4
COc1ccc(CC(=O)N(C)Cc2ccc(C(C)(C)C)cc2)cc1S(=O)(=O)N1CCOCC1 | -2.2 | i | 49
Nc1c(S(=O)(=O)c2ccccc2)cnc2c(-c3ccc(F)cc3)cnn12 | -4.6 | i | 14
CCc1cc2c(SCC(=O)c3ccccc3)ncnc2s1 | -1.4 | i | 53
Cc1c(C(=O)NCc2ccccc2)oc2ccc(S(=O)(=O)N3CCCC3)cc12 | 0.9 | i | 0
CC(=O)N1c2ccc(S(=O)(=O)NCc3ccco3)cc2CC1C (stereo not given) | -1.4 | i | 10
CC(NC(=O)NC1CCCCC1)C(c1cccs1)N1CCN(C)CC1 (stereo not given) | -1.5 | i | 3
COc1cc(C(=O)Nc2ccc3c(c2)Cc2ccccc2-3)cc(OC)c1OC | -1.8 | i | 22
CC(C)(C)CC(=O)Nc1ccccc1N1CCN(c2ccccc2)CC1 | -2.0 | i | 3
CCn1c(SCC(=O)NCC2CCCO2)nc2c(c1=O)SCC2 (stereo not given) | -1.9 | i | 11
Cc1ccc(SCCC(=O)NCCSCc2ccccc2C)cc1 | -0.8 | -7.8* | 27
O=C(C(=O)N1CCc2ccccc2C1)c1cn(CC(=O)N2CCCC2)c2ccccc12 | -0.3 | i | 16
NC(=S)N/N=C/c1ccccc1OC(=O)c1cc2ccccc2oc1=O | -1.5 | i | 20
CC1CCN(c2nnc(NC(=O)Cn3c(=O)oc4ccccc43)s2)CC1 | 0.2 | i | 12
CCC(C)(C)NC(=O)c1cc(C(=O)OC)cc([N+](=O)[O-])c1 | -0.8 | i | 30
COc1ccc(NC(=O)Cn2nc(C(=O)O)c3ccccc3c2=O)cc1S(=O)(=O)N1CCCCC1 | 0.4 | . | 11
Cc1cc(SCC#N)nc2ccccc12 | 0.7 | i | 16
COc1ccc(CNC(=O)c2cc(COc3c(F)cccc3F)on2)cc1OC | -0.4 | i | 16
Clc1ncnc2scc(-c3ccc(Br)cc3)c12 | -1.5 | i | 9
CC(=O)Oc1ccc2c(=O)c(/C=N/c3cc(=O)[nH]c(=S)[nH]3)coc2c1 | 4.3 | i | 9
CC(=O)c1c(-c2ccc(Cl)cc2)c2ccccc2[nH]c1=O | 0.3 | i | 11
Cc1nc2ccccc2c(=O)n1/N=C/c1ccc(O)cc1 | -1.1 | i | 15
O=C(CSc1ccc([N+](=O)[O-])cc1)NNC(=O)c1ccccc1F | -1.0 | i | 56
O=C(Nc1cccc(-c2cccc(F)c2)c1)C1CCN(CC2CCOC2)CC1 (stereo not given) | -1.9 | i | 7
O=C(O)c1ccc(-c2ccccc2)[nH]1 | -0.8 | i | 13
O=C1C(NS(=O)(=O)c2ccc(Cl)cc2)=C(N2CCCCC2)C(=O)c2ccccc21 | -0.2 | i | 111*
C(=C\c1ccccc1)/CSc1nnc(-c2ccccn2)n1Cc1ccco1 | -0.9 | -5.8* | 28
COc1ccc(CCNC(=O)Cn2nnc(-c3ccccc3F)n2)cc1OC | -0.7 | i | 8
C#CCOC(=O)C(NC(=O)c1ccccc1)=C1CCCCC1 | 0.4 | i | 30
COc1ccc(S(=O)(=O)NCc2cccnc2)cc1 | -1.3 | i | -2

Outcome played no part in choosing rows; overall some 2.7% were active at least once.
